Rab2A wt mod: modulators of GTP binding to Rab2A wildtype, primary screen, biochemical, dog, bead-based flow cytometry, multiplex; Ras-related protein Rab-2A (Canis lupus familiaris), P61105; GST-Rab2 wt beads, Bodipy-GTP binding; GTP binding activity, % at 10 µM; 0.19% of 190,000 active; AID 760, 2007;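 active = GTP binding activity at least 20 points away from 100%, either lowered or raised; inconclusive = signal likely due to the compound's own green fluorescence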;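 also: 0% = beads with excess unlabeled GTP and 100% = no-compound control corrected for plate trend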
Bim-Mcl-1: inhibitors of Bim peptide binding to Mcl-1, primary screen, biochemical, bead-based flow cytometry, multiplex; Induced myeloid leukemia cell differentiation protein Mcl-1 (Homo sapiens), Q07820; Bim peptide-Mcl-1 binding; inhibition, % at 10 µM; 0.1% of 190,000 active; AID 1009, 2008; in the data active = inhibition above about 40%;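 also: 0% = no compound tracer wells and 100% = peptide blocker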
Target sequence (Q07820 whole entry, looked up): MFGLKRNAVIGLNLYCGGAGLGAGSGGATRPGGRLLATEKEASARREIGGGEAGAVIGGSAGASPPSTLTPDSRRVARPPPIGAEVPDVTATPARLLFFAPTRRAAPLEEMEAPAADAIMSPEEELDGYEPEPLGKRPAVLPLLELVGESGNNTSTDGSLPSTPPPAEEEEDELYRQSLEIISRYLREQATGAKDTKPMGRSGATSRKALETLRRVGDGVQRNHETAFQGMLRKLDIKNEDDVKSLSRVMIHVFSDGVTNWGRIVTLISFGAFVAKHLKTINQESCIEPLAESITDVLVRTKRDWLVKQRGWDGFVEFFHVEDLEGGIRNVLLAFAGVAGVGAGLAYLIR
Mcl1-Bid inh: Mcl-1/Bid binding inhibitors, primary screen, biochemical, TR-FRET, 1536-well | Induced myeloid leukemia cell differentiation protein Mcl-1 (Homo sapiens), Q07820 | TR-FRET Mcl-1/Bid-Dy647 peptide binding | inhibition, % at 21.7 µM | 0.97% of 220,000 active;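 active = compounds that cut the binding signal by more than half at the single screening dose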;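 also: His-tagged Mcl-1 with europium anti-His antibody binding Bid BH3 peptide; 0% = Mcl-1 plus peptide wells and 100% = peptide-only wells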
Rac1 act GTP bind: GTP binding modulators of activated mutant Rac1, primary screen, biochemical, bead-based flow cytometry, multiplex, fluorescent GTP. Ras-related C3 botulinum toxin substrate 1 (Homo sapiens), P63000. GST-Rac1 activated beads; actives lie on both sides; 100% means binding = to untreated wells. percent activity (GTP binding), % at 10 µM. 0.11% of 190,000 active. AID 764, 2007;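 active = GTP binding at least 20 percentage points away from the 100% baseline, in either direction, so actives lie on both sides; inconclusive = Compound likely fluorescent itself, or too few beads counted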
Rac1 wt GTP bind: wildtype Rac1 GTP binding modulators, primary screen, biochemical, GST-Rac1 beads, flow cytometry, multiplex. Ras-related C3 botulinum toxin substrate 1 (Homo sapiens), P63000. AID 757, 2007. GTP binding activity (% of control), % at 10 µM. fluorescent GTP binding; actives lie on both sides; 0 = cold GTP competed, 100 = untreated. 0.27% of 190,000 active;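 active = GTP binding activity at least 20 points away from the 100% control level, either lower or higher; inconclusive = compound flagged as likely green fluorescent, judged across all proteins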
Pf gametocyte: late stage P. falciparum gametocyte viability inhibitors, primary screen, ATP luminescence, HTS; 0.065% of 150,000 active; inhibition, % at 10.9 µM; P. falciparum stage V gametocytes, 24 h; AID 743093, 2013;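 active = inhibition above the mean plus 3 SD of compounds within the control limits, set per campaign, cut at about 38% in these data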;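 also: 0% = DMSO wells and 100% = medium only without gametocytes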
HRas wt GTP bind: modulators of GTP binding to HRas wildtype, primary screen, biochemical, bead-based flow cytometry, multiplex; 0.14% of 190,000 active; GTPase HRas (Homo sapiens), P01112; GST-Ras wt beads, Bodipy-FL-GTP binding; actives lie on both sides; GTP binding activity, % at 10 µM;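 active = GTP binding activity at least 20% away from the 100% baseline, either lowered as inhibitor or raised as activator; inconclusive = flagged as likely green fluorescent, judged across all proteins in the well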;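 also: 0% = unlabeled GTP competition control and 100% = no-compound control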
Target sequence (P01112 whole entry, looked up): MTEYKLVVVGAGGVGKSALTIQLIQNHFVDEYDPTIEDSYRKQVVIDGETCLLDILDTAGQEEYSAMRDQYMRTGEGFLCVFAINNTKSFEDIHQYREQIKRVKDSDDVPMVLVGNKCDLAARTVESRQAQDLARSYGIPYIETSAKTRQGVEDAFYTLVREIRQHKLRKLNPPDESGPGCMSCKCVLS
Mcl1-Noxa inh: Mcl-1/Noxa binding inhibitors, primary screen, biochemical, TR-FRET, 1536-well. Induced myeloid leukemia cell differentiation protein Mcl-1 (Homo sapiens), Q07820. TR-FRET Mcl-1/Noxa peptide binding, 2 h. inhibition, % at 21.7 µM. 1.5% of 220,000 active. AID 1022, 2008;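 active = compounds that cut the protein-peptide binding signal by more than 50% relative to plate controls in a single-dose test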;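 also: His-tagged Mcl-1 with rhodamine Noxa BH3 peptide and terbium anti-His antibody; 0% = Mcl-1 plus Noxa peptide wells and 100% = peptide-only wells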
Rab7 wt modul: modulators of GTP binding to Rab7, primary screen, biochemical, wildtype, multiplex bead flow cytometry. AID 758, 2007. Rab7 GTPase wild type (dog), Bodipy-FL-GTP binding. GTP binding activity (percent of control), % at 10 µM. 0.055% of 190,000 active. GST-Rab7 beads, fluorescent GTP binding; actives lie on both sides; untreated = 100%, excess cold GTP = 0%;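 active = fluorescent GTP binding to Rab7 beads changed by at least 20 points from the 100% baseline, either direction, mostly lower; inconclusive = compound itself probably fluorescent, or too few beads counted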;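 also: median green fluorescence of bound Bodipy-FL-GTP per Rab7 bead population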
RGS8-Gao reg: RGS8-Galphao binding modulators, primary screen, biochemical, multiplexed bead flow cytometry. Guanine nucleotide-binding protein G(o) subunit alpha (Homo sapiens), P09471. actives lie on both sides. response (percent of control binding), % at 10 µM. 0.34% of 220,000 active. AID 1423, 2008; in the data active = response below about 60% or above about 140%; inactive = in between;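 also: Galphao activated as the GDP aluminium fluoride complex binding bead-coupled RGS8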
Cdc42 wt: modulators of GTP binding to wildtype Cdc42, primary screen, biochemical, multiplex bead flow cytometry, Bodipy-GTP; Cell division control protein 42 homolog (Homo sapiens), P60953; GST-Cdc42 beads; actives lie on both sides; percent activity (GTP binding), % at 10 µM; 0.2% of 190,000 active; AID 761, 2007;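 active = percent activity GTP binding at least 20 points away from the 100% baseline, either down as inhibitor or up as activator; inconclusive = compound flagged as likely green fluorescent from well-wide comparison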;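 also: median bead fluorescence of bound Bodipy-FL-GTP at 100 nM; 0% = excess unlabeled GTP control and 100% = no compound control; below 100% means less GTP binding so inhibitor and above means activator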
Target sequence (P60953 whole entry, looked up): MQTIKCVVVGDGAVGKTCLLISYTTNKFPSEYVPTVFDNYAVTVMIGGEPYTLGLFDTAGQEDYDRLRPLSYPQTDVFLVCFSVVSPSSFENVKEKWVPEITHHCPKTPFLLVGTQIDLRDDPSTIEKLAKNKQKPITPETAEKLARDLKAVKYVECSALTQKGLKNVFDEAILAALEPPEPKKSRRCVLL
* marks the source's active call; other numbers are inactive results; ? = inconclusive; . = no result given. Compounds were not picked by outcome. About 2.9% of those tested had a hit in this group.

SMILES	Rab2A wt mod	Bim-Mcl-1	Mcl1-Bid inh	Rac1 act GTP bind	Rac1 wt GTP bind	Pf gametocyte	HRas wt GTP bind	Mcl1-Noxa inh	Rab7 wt modul	RGS8-Gao reg	Cdc42 wt
COc1ccc(OC)c(C2C3=C(N=c4s/c(=C\c5cccc(O)c5)c(=O)n42)c2ccccc2CC3)c1 (stereo not given)	98	-24	-33	101	105	-17	102	-1	97	101	102
COc1ccc(NC(=O)CCCn2c(=O)c3sccc3n(Cc3ccc(C)cc3C)c2=O)cc1	96	-3	3	100	101	-4	98	-8	100	103	96
CCOC(=O)c1c(NC(=O)CSc2nnc(CNc3ccc(OC)cc3)n2C)sc(C)c1C	98	0	-70	95	96	.	99	9	98	97	100
Clc1cnc(N/N=C/c2ccco2)c(Cl)c1	100	-1	-33	100	104	-7	101	28	100	110	99
O=C(NCc1ccccc1)N1CCN(c2ccc(Cl)c(Cl)c2)CC1	102	-2	-1	101	101	.	102	11	92	100	104
CCCC(C)C(=O)Nc1nc(C)c(-c2csc(Nc3cc(Cl)ccc3C)n2)s1 (stereo not given)	95	-6	23	96	98	12	95	11	98	109	99
O=C(Nc1cc(C(=O)N2CCOCC2)cc(C(=O)N2CCOCC2)c1)c1cc(F)c(F)cc1Cl	106	-2	-6	103	105	-7	105	17	102	102	108
COc1ccc(-c2cc(=O)[nH][nH]2)cc1OC	102	1	-51	102	110	24	104	2	104	100	107
CCN(C(=O)CSc1nnc(-c2cccs2)o1)C1CCS(=O)(=O)C1 (stereo not given)	98	0	-2	98	96	.	95	-11	100	101	95
Cn1cccc1Cc1nnc(SCC(=O)Nc2ccccc2F)n1-c1ccc(F)cc1	101	0	-10	101	108	.	101	4	101	101	103
O=C(OCc1nc2ccc(Cl)cc2n1CCO)c1ccccc1C(=O)c1ccccc1	98	-2	-15	99	102	-23	100	6	99	98	100
O=C(Nc1ccccc1OC(F)F)c1ccc(F)cc1	99	1	7	98	101	2	98	14	100	103	99
CC(=O)NNc1ncnc2ccccc12	98	-2	-14	100	101	26	102	17	101	101	104
C=CCn1c(C)cc(/C([O-])=C(/C(=S)Nc2ccc(OC(F)F)cc2)[n+]2ccc(N(C)C)cc2)c1C	100	0	-33	98	102	-26	100	17	104	100	100
CN1CCN(C(=O)/C(=C/c2cccs2)NC(=O)c2cccs2)CC1	101	-1	-8	101	106	.	102	18	100	97	102
COc1ccc(Cl)cc1NC(=S)NNC(=O)c1cccnc1	94	-6	-45	92	85	.	93	-12	91	101	91
CC1(C)OC(=O)C(=Cc2ccc(-c3ccc(Cl)c(C(=O)O)c3)o2)C(=O)O1	?	-1	-24	?	?	-22	?	26	?	92	?
Cn1cc(/C=C/C(=O)N2CCCC(C(=O)c3ccc(C(F)(F)F)cc3)C2)cn1 (stereo not given)	94	2	-46	91	96	-13	94	4	102	100	94
C=CCOc1c2ccc(C(=O)NC3CCCc4ccccc43)cc2nn1C (stereo not given)	101	-3	-34	99	101	.	101	19	98	101	105
O=C(COc1ccccc1Br)NCc1ccccn1	96	26	-23	96	95	16	97	-46	95	101	96

5 records drawn at random from those above:
SMILES	Rab2A wt mod	Bim-Mcl-1	Mcl1-Bid inh	Rac1 act GTP bind	Rac1 wt GTP bind	Pf gametocyte	HRas wt GTP bind	Mcl1-Noxa inh	Rab7 wt modul	RGS8-Gao reg	Cdc42 wt
CC(=O)NNc1ncnc2ccccc12	98	-2	-14	100	101	26	102	17	101	101	104
C=CCOc1c2ccc(C(=O)NC3CCCc4ccccc43)cc2nn1C (stereo not given)	101	-3	-34	99	101	.	101	19	98	101	105
Cn1cc(/C=C/C(=O)N2CCCC(C(=O)c3ccc(C(F)(F)F)cc3)C2)cn1 (stereo not given)	94	2	-46	91	96	-13	94	4	102	100	94
CN1CCN(C(=O)/C(=C/c2cccs2)NC(=O)c2cccs2)CC1	101	-1	-8	101	106	.	102	18	100	97	102
COc1ccc(Cl)cc1NC(=S)NNC(=O)c1cccnc1	94	-6	-45	92	85	.	93	-12	91	101	91

(listing goes on)
SMILES	Rab2A wt mod	Bim-Mcl-1	Mcl1-Bid inh	Rac1 act GTP bind	Rac1 wt GTP bind	Pf gametocyte	HRas wt GTP bind	Mcl1-Noxa inh	Rab7 wt modul	RGS8-Gao reg	Cdc42 wt
O=Cc1ccc(OC(=O)c2cccnc2)cc1	94	0	-27	95	97	0	96	13	96	95	94
Cc1ccccc1NC(=O)C1CCN(S(=O)(=O)c2cccs2)CC1	102	1	6	97	99	.	99	14	96	101	104
CC1Cc2ccccc2N1C(=O)COC(=O)Cn1nnc(-c2ccccc2)n1 (stereo not given)	94	2	-15	94	92	.	95	1	92	105	97
CCOC(=O)N1CCN(C(c2cccnc2)c2ccc3cccnc3c2O)CC1 (stereo not given)	96	0	-25	96	102	.	100	61*	100	78	98
CCCc1nc2oc3c(OCC)ncnc3c2c2c1COC(C)(C)C2	104	0	-15	101	107	.	103	-3	104	102	101
COCCn1c(SCC(=O)Nc2nnc(C)s2)nnc1-c1ccncc1	99	-3	-11	98	103	-5	99	4	98	.	98
NC(=O)CSc1ncnc2c1nnn2Cc1ccc(F)cc1	98	0	5	93	103	18	100	19	106	102	99
O=C(CSc1nc(-c2ccco2)cc(C(F)(F)F)n1)NCC1CCCO1 (stereo not given)	101	6	-13	99	101	-18	102	7	103	101	103
O=C(CSc1nnnn1-c1ccc2c(c1)CCC2)NCc1cccs1	100	0	-29	100	101	-16	103	6	97	96	101
Nc1ncnc2c1ncn2CCOc1ccccc1	99	0	-10	99	105	.	101	-8	98	96	100
COc1ccc(NC(=O)C2CCCN(c3nccc(C)n3)C2)cc1 (stereo not given)	96	0	-15	98	104	6	96	24	96	100	100
COc1ccccc1-n1cc(CN2CCN(CC(C)C)C(CCO)C2)cn1 (stereo not given)	99	0	-37	95	100	-16	98	19	103	106	99
Cc1ccc(-c2onc3ccc(C=O)cc23)cc1	105	-2	-1	98	102	.	104	34	100	98	105
O=C(CNC(=O)c1ccccc1Br)N/N=C/c1cc(Br)ccc1O	97	0	-28	92	96	.	95	1	106	99	93
Cc1ccc(CN2CCN(Cc3cn(C)nc3C)CC2CCO)o1 (stereo not given)	99	0	-37	96	101	-12	99	-1	103	102	97
CC(/C=C\C=C\c1ccccc1)=N\NC(=O)c1cncc(Br)c1	95	1	-65	96	99	-7	94	-12	98	102	96
CC1Cc2cc(C(=O)O)ccc2O1 (stereo not given)	99	-1	-2	98	101	.	101	2	101	94	104
O=C(Nc1ccccc1)OCc1ccccn1	101	-1	-8	100	101	.	101	-12	100	102	102
CC(C)OC(=O)CN1C(=O)C(C)(C)Oc2ccc(C(=O)NC(C)(C)C)cc21	98	1	-14	97	97	7	98	-18	94	102	99
C#CCOC(=O)c1ccccc1C(=O)n1nnc2ccccc21	95	1	-24	99	99	.	97	1	93	96	98

Only Mcl1-Noxa inh, for some of the entries so far:
| structure | Mcl1-Noxa inh |
| --- | --- |
| COc1ccc(NC(=O)C2CCCN(c3nccc(C)n3)C2)cc1 (stereo not given) | 24 |
| Cc1ccc(CN2CCN(Cc3cn(C)nc3C)CC2CCO)o1 (stereo not given) | -1 |

Next part:
SMILES	Rab2A wt mod	Bim-Mcl-1	Mcl1-Bid inh	Rac1 act GTP bind	Rac1 wt GTP bind	Pf gametocyte	HRas wt GTP bind	Mcl1-Noxa inh	Rab7 wt modul	RGS8-Gao reg	Cdc42 wt
O=C(C1CC1)N1CCc2cc(S(=O)(=O)NCCC3=CCCCC3)ccc21	97	0	-17	98	99	22	100	13	101	99	100
O=c1c2ccccc2nc2c3ccccc3c3nncn3n12	?	5	2	?	?	.	?	-25	?	104	?
CC1CCCCN1CCNC(=O)c1cc2c(=O)n(C)c3ccccc3c2n1C (stereo not given)	101	-2	-8	100	105	.	101	26	104	99	103
COC(=O)CC/C(O)=C1\C(=O)CC(C)(C)CC1=NCCc1nc2ccccc2[nH]1	104	-3	-13	105	106	0	102	-13	97	100	104
O=C(c1cc(-c2cccs2)nc2ccccc12)N1CCN(S(=O)(=O)c2ccccc2)CC1	97	-1	-21	96	102	13	98	-2	97	98	100
O=C(NC1CCCCC1)c1cc([N+](=O)[O-])ccc1N1CCCCC1	99	0	5	96	100	.	101	16	100	102	99
Cc1ccc2c(c1)NC(=O)C(CC(=O)NCCCN1CCN(C3CCCCC3)CC1)O2 (stereo not given)	97	-2	-8	98	99	.	96	27	95	105	98
CCOC(=O)c1cc(-c2ccc3c(c2)OCCO3)nc2c1c(C)nn2CCC#N	98	2	.	97	99	.	97	.	94	106	97
COc1cc(S(=O)(=O)n2ccnc2)ccc1Br	100	0	-15	94	100	5	101	5	108	99	100
COc1ccc(-n2[nH]c(C)cc2=O)cc1	94	-1	-62	96	96	.	95	2	91	99	100
Cc1cccc(/C=N/NC(=O)c2ccc(Br)cc2)c1	98	-3	-13	99	101	.	99	6	96	81	96
O=C(Oc1ccc(=O)n(-c2ccccc2)n1)c1ccc(F)cc1	95	0	-20	97	101	-18	99	10	109	100	96
CCOc1ccc(-c2cc(CCCC(=O)Nc3cccc(OC)c3)no2)cc1	99	-1	-6	99	103	.	103	20	101	100	101
